Compound activity deposited in PubChem BioAssay by several laboratories.
Spn DPM-DC inh – S. pneumoniae DPM-DC inhibition. purified DPM-DC, PK/LDH coupled NADH fluorescence. calls only at 10 µM. 65,000 tested, 0.49% active;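 active means the 320 compounds with the highest percent inhibition in the single-dose primary screen, excluding strongly autofluorescent ones, cut at about 32% in these data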;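 further: kinetic rate of NADH fluorescence loss reporting ADP formed by the decarboxylase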
LYP inhibition – inhibition of human PTPN22 tyrosine phosphatase – biochemical, DiFMUP fluorescence, recombinant catalytic domain, 10 µM, primary screen (AID 606); recombinant LYP catalytic domain, DiFMUP fluorescence; higher % means a stronger effect; 52,000 tested, under 10 active; inhibition, % at 10 µM; hits with a dose series show IC50 in µM;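 active means IC50 under 40 µM in the dose-response test; inactive means IC50 of 40 µM or more, or never dose-tested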
HPDE-C7 cytotoxicity – cytotoxicity in HPDE-C7 cells, cell-based, fluorescence, HTS (AID 430); 63,000 tested, 1.8% active; cytotoxicity, % at 10 µM, or EC50 in µM where a hit was titrated; HPDE-C7 pancreatic duct cells viability, fluorescence; higher % means a stronger effect;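 further: cells exposed to compound for 48 hours before viability readout; 0% = vehicle and 100% = reference cytotoxic drug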
Bfl-1 inhibitors – Bfl-1 inhibitors, primary screen, biochemical, fluorescence polarization, FITC-Bid, mouse (AID 432); FITC-Bid BH3 peptide fluorescence polarization displacement; higher % means a stronger effect; displacement, % at 20 µM, or IC50 in µM where a hit was titrated; 64,000 tested, 0.02% active; in the data active means a potency from the dose series; inactive means the rest, 99 in 100 with displacement below about 15%; further: strong numbers were not always called active
KRASV12 cytotoxicity – cytotoxicity in KRAS-transformed pancreatic duct cells, primary screen, cell-based, fluorescence, HTS (AID 431) | cytotoxicity, % at 10 µM; hits with a dose series show EC50 in µM | HPDE-C7K KRASV12 cells, Alamar Blue viability, 48 h; higher % means a stronger effect | 63,000 tested, 1.7% active;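 active means compounds whose percent cytotoxicity in the single-dose primary screen, scaled between solvent and toxic-drug controls, exceeds 50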;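 further: 0% = DMSO solvent wells and 100% = doxorubicin-treated wells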
TNAP inhibition – inhibition of tissue-nonspecific alkaline phosphatase – biochemical, luminescent (AID 518) | purified TNAP enzyme, luminescent substrate readout; higher % means a stronger effect | inhibition, % at 20 µM, or IC50 in µM where a hit was titrated | 64,000 tested, 0.09% active; in the data active means a potency from the dose series; inactive means the rest, 99 in 100 with inhibition below about 22%;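 further: plate controls were vehicle for no effect and reference inhibitor for full effect; many of its hits are not listed in these tables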
HT1080 viability – cytotoxicity in HT1080 fibrosarcoma cells, cell-based, fluorescence readout (AID 620). HT1080 viability, fluorescence; higher % means a stronger effect. cytotoxicity, % at 10 µM, or EC50 in µM where a hit was titrated. 87,000 tested, 0.42% active;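 further: cells exposed to compound overnight then 4 h with Alamar Blue; 0% = vehicle DMSO and 100% = killing control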
MK inhibit – S. pneumoniae mevalonate kinase inhibition; inhibition, % at 10 µM; purified MK, PK/LDH-coupled NADH absorbance 340 nm; AID 555; 65,000 tested, 0.48% active;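 active means ranked among the strongest by inhibition in the single 10 µM screen, a fixed top-ranked set picked for dose follow-up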; further: no value below 0 was filed
PMK inhibit – blocks S. pneumoniae phosphomevalonate kinase; purified PMK, PK/LDH-coupled NADH absorbance 340 nm; inhibition, % at 10 µM; 65,000 tested, 0.49% active;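 active means top-ranked compounds by inhibition in the single 10 µM screen, taking a fixed number of the strongest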;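 further: 0% = full reaction with DMSO carrier and 100% = background rate without enzyme reaction; no value below 0 was filed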
PMK inhibit pilot replicates – also measured in PMK inhibit; calls as there; inhibition, %; measured here: pilot screen replicates
MK inhibit pilot replicates – also measured in MK inhibit; calls as there; inhibition, %; measured here: pilot screen replicates
Spn DPM-DC inh pilot screen % – further read-out of Spn DPM-DC inh, marked with its call; inhibition, %; measured here: pilot screen trials
Active calls of the source: *; i = inactive; . = not tested or not shown. Unless noted, no stated cut-off is given here; in the data, active means cytotoxicity above about 50%; inactive means the rest. No enrichment for hits; any-hit rate near 3.5%.

SMILES	Spn DPM-DC inh	LYP inhibition	HPDE-C7 cytotoxicity	Bfl-1 inhibitors	KRASV12 cytotoxicity	TNAP inhibition	HT1080 viability	MK inhibit	PMK inhibit	others
NS(=O)(=O)c1ccc(CCNC(=O)c2cccnc2)cc1	i	2.2%	13.8%	-2.1%	4.5%	16.2%	-3.9%	10.0	11.0	PMK inhibit pilot replicates=2.5;MK inhibit pilot replicates=0.0;Spn DPM-DC inh pilot screen %=0.0
COC(=O)C1=C(C(=O)c2ccccc2)C(c2ccc(O)c(OC)c2)n2nnnc2N1 (stereo not drawn)	i	.	-21.5%	-25.7%	-15.3%	0.1%	.	4.0	19.0
O=C(CN1CC(c2ccccc2)CC1=O)Nc1ccc2c(c1)OCO2 (stereo not drawn)	i	0.7%	2.0%	-2.0%	9.1%	21.2%	-4.4%	6.0	0.0
CCc1cccc(C)c1NC(=O)c1cc(C)oc1C	i	7.7%	-7.1%	-5.2%	-18.0%	6.7%	0.3%	8.0	0.0
CCCCNC(=O)c1sc(=S)n2c1[nH]c(=O)c1ccccc12	i	-4.7%	70.3%*	3.4%	62.6%*	5.6%	12.7%	0.0	0.0
COC(=O)c1ccc(CSc2nc(-c3ccccc3)cs2)o1	i	6.4%	-3.1%	-0.1%	1.1%	7.5%	2.2%	1.0	10.0
O=c1c2ccccc2nnn1CSc1nnc2sc3ccccc3n12	i	6.8%	8.3%	-2.5%	-1.1%	15.5%	.	2.0	12.0	PMK inhibit pilot replicates=2.5;MK inhibit pilot replicates=1.0;Spn DPM-DC inh pilot screen %=3.0
COc1ccc(OC)c(S(=O)(=O)N(C)CC(=O)N2CCN(c3ccc(F)cc3)CC2)c1	i	11.4%	5.4%	-3.0%	4.0%	5.5%	3.2%	2.0	10.0
CCn1c(SCC(=O)N2CCCc3ccccc32)nnc1-c1ccco1	i	-2.6%	-8.6%	0.7%	-18.9%	1.9%	8.9%	2.0	5.0
O=C(NCC(F)(F)F)Nc1nnc(C(F)(F)F)s1	i	-5.2%	12.3%	3.0%	12.5%	13.8%	-5.6%	0.0	3.0
O=S(=O)(NCCCCCNS(=O)(=O)c1ccccc1)c1ccccc1	i	9.0%	-1.5%	6.0%	-5.4%	2.8%	0.6%	7.0	14.0	PMK inhibit pilot replicates=2.0;MK inhibit pilot replicates=1.5;Spn DPM-DC inh pilot screen %=0.0
O=C(c1ccc(Cl)cc1Cl)C1(n2cncn2)Oc2ccccc2C1O (stereo not drawn)	i	.	-12.2%	-7.1%	-8.7%	11.5%	-12.4%	7.0	4.0
N#Cc1nc(COc2ccc(Cl)cc2)oc1N1CCCC1	i	7.1%	-11.6%	11.8%	-10.3%	9.8%	-3.2%	6.0	14.0
CCCn1c(SCC(=O)N2CCCCC2)nnc1-c1ccco1	i	3.1%	3.4%	-5.2%	2.3%	6.2%	-9.8%	3.0	15.0
O=c1[nH]c2cc3c(cc2cc1CN(Cc1ccccc1)Cc1nnnn1Cc1ccco1)OCCO3	i	.	16.3%	2.2%	25.5%	19.7%	-3.0%	6.0	2.0

Continued, starting with the last 7 of the part before.
SMILES	Spn DPM-DC inh	LYP inhibition	HPDE-C7 cytotoxicity	Bfl-1 inhibitors	KRASV12 cytotoxicity	TNAP inhibition	HT1080 viability	MK inhibit	PMK inhibit	others
CCn1c(SCC(=O)N2CCCc3ccccc32)nnc1-c1ccco1	i	-2.6%	-8.6%	0.7%	-18.9%	1.9%	8.9%	2.0	5.0
O=C(NCC(F)(F)F)Nc1nnc(C(F)(F)F)s1	i	-5.2%	12.3%	3.0%	12.5%	13.8%	-5.6%	0.0	3.0
O=S(=O)(NCCCCCNS(=O)(=O)c1ccccc1)c1ccccc1	i	9.0%	-1.5%	6.0%	-5.4%	2.8%	0.6%	7.0	14.0	PMK inhibit pilot replicates=2.0;MK inhibit pilot replicates=1.5;Spn DPM-DC inh pilot screen %=0.0
O=C(c1ccc(Cl)cc1Cl)C1(n2cncn2)Oc2ccccc2C1O (stereo not drawn)	i	.	-12.2%	-7.1%	-8.7%	11.5%	-12.4%	7.0	4.0
N#Cc1nc(COc2ccc(Cl)cc2)oc1N1CCCC1	i	7.1%	-11.6%	11.8%	-10.3%	9.8%	-3.2%	6.0	14.0
CCCn1c(SCC(=O)N2CCCCC2)nnc1-c1ccco1	i	3.1%	3.4%	-5.2%	2.3%	6.2%	-9.8%	3.0	15.0
O=c1[nH]c2cc3c(cc2cc1CN(Cc1ccccc1)Cc1nnnn1Cc1ccco1)OCCO3	i	.	16.3%	2.2%	25.5%	19.7%	-3.0%	6.0	2.0
CCCCc1ccc(C2C(C#N)=C(N)SC(N)=C2C#N)s1	i	6.8%	-3.9%	-13.2%	16.6%	15.5%	15.9%	6.0	6.0
C=COCCn1c(-c2nonc2N)nc2ccccc21	i	.	4.4%	-1.7%	-4.3%	12.8%	-2.8%	13.0	6.0
Cn1c(=O)c2c(nc(N3CCOCC3)n2CCCNC2=NCCC2)n(C)c1=O	i	.	-8.5%	-11.5%	-7.2%	-0.4%	0.6%	4.0	4.0
N#Cc1nc(Cc2ccccc2)oc1NCCc1ccccc1	i	13.1%	10.3%	-4.0%	18.5%	9.0%	0.9%	5.0	0.0
Cc1ccc2nc(NC(=O)C3CCN(S(=O)(=O)c4cccc5nsnc45)CC3)sc2c1	i	.	-5.3%	-0.6%	2.2%	15.5%	1.1%	4.0	17.0	PMK inhibit pilot replicates=1.0;MK inhibit pilot replicates=0.0;Spn DPM-DC inh pilot screen %=0.0
CN(c1ccccc1)S(=O)(=O)c1ccc(C(=O)Nc2nnc(-c3ccc(F)cc3)o2)cc1	i	-2.8%	58.9%*	-0.5%	62.8%*	1.5%	-0.5%	0.0	12.0
O=C(Nc1ccc2c(c1)OCCO2)C1CCN(c2nnnn2-c2ccccc2)CC1	i	3.7%	3.3%	-2.4%	5.0%	11.2%	10.4%	0.0	14.0
O=C(Cn1cc(C(=S)N2CCOCC2)c2ccccc21)N1CCOCC1	i	-3.0%	-8.2%	-5.1%	-15.4%	4.5%	1.3%	19.0	8.0
CC1CCCCN1S(=O)(=O)c1ccc(NC(=O)c2cccc(-n3cnnn3)c2)cc1 (stereo not drawn)	i	4.4%	30.0%	-7.9%	20.3%	0.6%	2.9%	9.0	0.0
Cc1cc2c(N3CCCCC3C)ncnc2s1 (stereo not drawn)	i	.	-13.9%	-1.5%	-6.9%	10.3%	-1.5%	0.0	15.0
Cc1nonc1NC(=O)CSc1nc(C2CCCCC2)nc2ccccc12	i	.	-0.2%	-5.2%	2.0%	10.1%	-21.0%	8.0	0.0
CSc1nnc2c(n1)OC(C)N(C(=O)c1ccccc1)c1ccccc1-2 (stereo not drawn)	i	.	-9.0%	-4.6%	-4.8%	4.7%	-2.2%	6.0	9.0
CC1(C)CC(=O)C=C(Nc2ccc(C(=O)O)cc2)C1	i	.	-9.5%	-3.3%	-1.7%	4.0%	-1.4%	11.0	2.0
Cc1ccc(N=Cc2ccc(O)cc2O)cc1F	i	5.7%	-3.1%	-6.2%	-7.4%	13.4%	-3.9%	9.0	9.0	PMK inhibit pilot replicates=1.5;MK inhibit pilot replicates=2.0;Spn DPM-DC inh pilot screen %=1.5
c1ccc2[nH]c(NC3=NCCC3)nc2c1	i	-0.8%	-6.1%	-2.6%	-6.8%	-32.5%	1.1%	0.0	13.0
COC(=O)C1(C)Nc2ccccc2C(=O)N1c1ccccc1C (stereo not drawn)	.	4.5%	2.8%	-6.8%	-0.3%	1.2%	-3.8%	4.0	0.0
CCOC(=O)N1CCN(C(=O)c2ccccc2N(C)S(C)(=O)=O)CC1	i	-2.7%	-7.8%	-2.2%	-6.1%	1.5%	0.4%	11.0	7.0
CCSCc1nnc(SCC(=O)Nc2nc3ccccc3s2)n1C	i	12.3%	6.2%	-1.5%	-2.8%	10.7%	6.8%	12.0	9.0
CCN(CC)CCCN1C(=O)C(O)=C(C(=O)c2sc(C)nc2C)C1c1ccco1 (stereo not drawn)	i	9.0%	-6.5%	4.7%	0.5%	4.7%	-5.3%	11.0	8.0
Nc1c(S(=O)(=O)c2ccccc2)c2nc3ccccc3nc2n1/N=C/c1cccc(O)c1	.	.	2.92µM*	6.7%	2.83µM*	16.8%	7.2%	10.0	4.0
Nc1nc(CN2CCN(c3ccccn3)CC2)nc(Nc2ccc(Cl)cc2)n1	i	.	21.2%	-5.3%	37.0%	9.6%	-4.0%	8.0	11.0
Cn1c(C(=O)NCc2ccccn2)cc2c(=O)n3ccccc3nc21	.	12.4%	.	.	.	.	-1.3%	3.0	9.0
COC(=O)c1oc2ccccc2c1NC(=O)CN1CCCC1	i	9.0%	1.5%	-7.3%	5.9%	6.9%	5.8%	5.0	10.0
COc1ccc(Nc2cc(C(=O)NCCCN3CCN(C)CC3)c3ccccc3n2)cc1	i	.	5.6%	-8.4%	-3.1%	-5.2%	7.4%	0.0	16.0
c1ccc(COn2nnc3ccccc32)c(COn2nnc3ccccc32)c1	i	6.4%	25.7%	-6.0%	21.4%	14.0%	18.5%	6.0	9.0
Cc1cnc(NC(=O)CSc2nnc(-c3ccccc3)o2)s1	i	.	-17.4%	-4.5%	-18.2%	14.3%	-0.7%	6.0	2.0
COc1cc(C(C#N)N2CCOCC2)ccc1O (stereo not drawn)	i	.	-17.8%	-2.1%	-22.3%	0.7%	-0.4%	3.0	7.0
COc1ccccc1-c1nnc(SCC(=O)Nc2c(Cl)cccc2Cl)o1	i	.	-1.3%	-2.0%	-1.0%	3.2%	-4.3%	6.0	15.0
CCN(CC)CCNC(=O)C1c2cc(OC)c(OC)cc2C(=O)N2CCc3ccccc3C12 (stereo not drawn)	i	-2.2%	-7.9%	-10.1%	-12.7%	-4.7%	-9.0%	1.0	1.0
COc1ccc2cc3cc(C(=O)Nc4ccccc4N4CCN(C)CC4)oc3nc2c1	i	-6.3%	11.7%	-1.0%	20.2%	15.8%	34.1%	3.0	14.0
CN(C)c1ccc(NC(=O)c2ccncc2)c2ccccc12	i	3.9%	-0.3%	-8.3%	3.2%	13.5%	-4.1%	5.0	20.0	PMK inhibit pilot replicates=2.5;MK inhibit pilot replicates=0.0;Spn DPM-DC inh pilot screen %=0.0
COc1cc(NC(=O)CCN2CCN(Cc3ccccc3)CC2)cc(OC)c1	i	.	-0.9%	-0.1%	-10.6%	4.6%	.	5.0	0.0
COc1ccc(N2C(=O)C3CCCN3C2c2ccccc2F)cc1 (stereo not drawn)	i	14.5%	1.0%	-3.7%	-0.3%	5.3%	4.2%	8.0	4.0
CCCN(Cc1cc2cc(OC)ccc2[nH]c1=O)C(=O)c1ccncc1	i	1.7%	18.0%	-9.1%	13.3%	15.8%	23.2%	4.0	8.0
Cc1nc2c(-c3ccc(F)cc3)c(C)nn2c(N2CCOCC2)c1C	i	7.2%	9.7%	-10.8%	0.5%	2.3%	6.4%	8.0	9.0
Cc1cc(Cl)cc(Cl)c1OCC(=O)NCc1ccco1	i	6.8%	-9.4%	-1.7%	-0.5%	12.6%	8.0%	1.0	0.0
